# Anthrax LF inh2 – anthrax lethal factor protease inhibition | inhibition, % at 10 µM | P15917 | multiplex microsphere protease cleavage assay, LF | actives 0.12% (n = 360,000); further: plate controls were buffer without enzyme for full effect and enzyme alone for no effect
# BoNT A protease – inhibitors of Botulinum neurotoxin A light chain protease. multiplex microsphere protease substrate cleavage, flow cytometry. inhibition, % at 10 µM. actives 0.17% (n = 360,000). AID 588499; further: plate controls were buffer without enzyme for full effect and enzyme alone for no effect
# SARS 3CLpro inh – SARS-CoV 3CLpro protease inhibition. inhibition, % at 6 µM. recombinant SARS-CoV 3CLpro, quenched FRET peptide cleavage. AID 1706. actives 0.14% (n = 290,000). P0C6X7; in the data active means inhibition above about 12%
# Yp Topo-I inh – blocks Yersinia pestis topoisomerase I activity; actives 0.064% (n = 360,000); Y. pestis Topo-I cleavage product accumulation, plate reader; activity, % at 10 µM; in the data active means activity above about 50%, passing the limit was not always enough; inconclusive means no clear call, values can overlap the other calls; further: inactives centre near 2
# BH1578 lux ind – induces V. cholerae light production without autoinducers; activation, % at 18.7 µM; actives 0.16% (n = 350,000); V. cholerae BH1578 lux reporter, luminescence, 6 h; AID 588436; in the data active means activation mostly above about 9.7%, no sharp cut-off; inconclusive means no clear call, values can overlap the other calls; inactive means mostly below about 3.7%; further: not every result past the cut was called active; inactives centre near 0; reference of the scale not given here
# PriA SSB inh – blocks PriA binding to SSB C-terminal tail. AlphaScreen SSBct-PriA binding, biotinylated peptide. inhibition, % at 33 µM. actives 0.6% (n = 430,000); in the data active means inhibition mostly above about 37%, no sharp cut-off; inactive means mostly below about 20%;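 further: plate controls were negative control peptide for no effect and reference peptide for full effect; strong numbers were not always called active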
# PrPC TRFRET – reduces human prion protein on the cell surface; actives 0.43% (n = 370,000); inhibition, % at 13.8 µM; P04156; cell surface PrPC, TR-FRET read-out; in the data active means inhibition above about 24%; further: 0% = median of the test wells and 100% = reference compound wells
# PfHsp40 rescue – compounds rescuing yeast from Plasmodium falciparum HSP40 toxicity; S. cerevisiae expressing PfHsp40, growth rescue, ATP luminescence; growth rescue, % at 12.5 µM; actives 0.68% (n = 340,000); in the data active means growth rescue above about 28%, passing the limit was not always enough; inconclusive means no clear call, values can overlap the other calls;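 further: yeast W303a lacking pdr1 and pdr3 grown in galactose medium; growth measured after three days at 30 °C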
# TcdB GH inh – TcdB glycohydrolase inhibition; P18177; TcdB glycohydrolase enzymatic assay, plate reader; inhibition, % at 9.99 µM; actives 0.24% (n = 350,000); AID 652162; in the data active means inhibition above about 10%
# Target sequence (P18177 whole entry, looked up): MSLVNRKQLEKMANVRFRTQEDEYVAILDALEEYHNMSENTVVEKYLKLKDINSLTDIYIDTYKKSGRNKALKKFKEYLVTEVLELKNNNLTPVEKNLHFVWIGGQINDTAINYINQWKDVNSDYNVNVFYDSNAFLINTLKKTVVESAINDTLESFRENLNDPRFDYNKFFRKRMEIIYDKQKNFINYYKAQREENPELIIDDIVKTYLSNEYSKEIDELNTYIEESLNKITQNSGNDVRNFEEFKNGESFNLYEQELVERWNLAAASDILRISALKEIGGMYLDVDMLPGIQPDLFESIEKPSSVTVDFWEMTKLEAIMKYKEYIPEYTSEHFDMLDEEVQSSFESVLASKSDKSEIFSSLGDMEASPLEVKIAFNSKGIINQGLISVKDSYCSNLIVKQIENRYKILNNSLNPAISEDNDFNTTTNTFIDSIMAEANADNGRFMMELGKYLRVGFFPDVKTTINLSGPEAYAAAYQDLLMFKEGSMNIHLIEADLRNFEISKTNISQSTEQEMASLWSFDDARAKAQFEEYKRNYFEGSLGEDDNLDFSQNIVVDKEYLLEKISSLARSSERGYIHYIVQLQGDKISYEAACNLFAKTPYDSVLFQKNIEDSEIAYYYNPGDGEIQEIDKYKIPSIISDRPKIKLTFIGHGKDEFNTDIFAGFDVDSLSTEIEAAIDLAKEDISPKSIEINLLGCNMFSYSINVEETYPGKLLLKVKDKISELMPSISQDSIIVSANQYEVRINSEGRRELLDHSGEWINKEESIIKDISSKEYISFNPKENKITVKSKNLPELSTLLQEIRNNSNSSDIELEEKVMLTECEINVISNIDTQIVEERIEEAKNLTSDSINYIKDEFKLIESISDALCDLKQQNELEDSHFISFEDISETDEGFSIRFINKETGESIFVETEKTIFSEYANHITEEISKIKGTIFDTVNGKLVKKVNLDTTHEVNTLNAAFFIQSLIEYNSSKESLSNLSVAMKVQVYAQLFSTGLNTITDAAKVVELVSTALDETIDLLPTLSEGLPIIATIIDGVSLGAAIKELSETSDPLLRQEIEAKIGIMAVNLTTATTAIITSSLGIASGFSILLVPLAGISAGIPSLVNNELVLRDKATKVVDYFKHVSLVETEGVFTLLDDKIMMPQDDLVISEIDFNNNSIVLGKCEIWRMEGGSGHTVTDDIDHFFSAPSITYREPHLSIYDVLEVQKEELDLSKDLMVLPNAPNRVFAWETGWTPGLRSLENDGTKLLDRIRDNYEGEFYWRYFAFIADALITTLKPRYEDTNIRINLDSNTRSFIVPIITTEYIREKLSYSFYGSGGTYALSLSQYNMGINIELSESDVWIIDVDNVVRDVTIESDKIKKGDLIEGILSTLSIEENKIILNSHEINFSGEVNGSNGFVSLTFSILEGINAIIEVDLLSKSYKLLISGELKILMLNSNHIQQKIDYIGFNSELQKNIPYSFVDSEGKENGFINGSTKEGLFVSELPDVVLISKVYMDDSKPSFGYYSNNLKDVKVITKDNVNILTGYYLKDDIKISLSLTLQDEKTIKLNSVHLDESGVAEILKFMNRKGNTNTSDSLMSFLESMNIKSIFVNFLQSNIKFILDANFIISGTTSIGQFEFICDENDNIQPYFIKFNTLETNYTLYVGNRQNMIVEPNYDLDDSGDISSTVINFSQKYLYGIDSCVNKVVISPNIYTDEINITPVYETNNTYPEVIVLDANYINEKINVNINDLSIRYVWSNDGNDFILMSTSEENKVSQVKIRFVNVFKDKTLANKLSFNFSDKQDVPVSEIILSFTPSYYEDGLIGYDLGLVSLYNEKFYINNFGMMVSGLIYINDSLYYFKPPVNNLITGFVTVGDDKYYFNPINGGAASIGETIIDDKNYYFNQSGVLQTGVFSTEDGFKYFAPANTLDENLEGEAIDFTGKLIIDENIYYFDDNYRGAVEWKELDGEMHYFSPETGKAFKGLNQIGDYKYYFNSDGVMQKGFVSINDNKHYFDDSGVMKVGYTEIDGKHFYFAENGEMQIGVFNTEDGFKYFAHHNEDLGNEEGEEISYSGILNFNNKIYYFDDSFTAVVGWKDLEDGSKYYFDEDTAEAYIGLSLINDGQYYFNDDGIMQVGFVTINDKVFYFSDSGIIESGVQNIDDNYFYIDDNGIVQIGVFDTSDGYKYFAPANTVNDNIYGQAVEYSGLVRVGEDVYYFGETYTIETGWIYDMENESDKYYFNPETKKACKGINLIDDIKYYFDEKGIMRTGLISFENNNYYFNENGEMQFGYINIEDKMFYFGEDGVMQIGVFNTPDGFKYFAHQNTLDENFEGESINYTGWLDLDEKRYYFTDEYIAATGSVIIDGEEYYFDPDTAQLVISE
# Active calls of the source: *; i = inactive; u = inconclusive; x = no result given; & = joins results of further samples. Unless noted, no stated cut-off is given here; in the data, active means inhibition above about 30%; inconclusive means no clear call, values can overlap the other calls; inactive means below that. Not all compounds are listed. The share of hits here may be higher or lower than overall.
SMILES,Anthrax LF inh2,BoNT A protease,SARS 3CLpro inh,Yp Topo-I inh,BH1578 lux ind,PriA SSB inh,PrPC TRFRET,PfHsp40 rescue,TcdB GH inh
Cn1ncc2c(Nc3cccc([N+](=O)[O-])c3)ncnc21,-6,2.0,-3,-2,i,-23&-27,-8,1.4,1.1
CC(C)c1nc2c(s1)CCc1onc(-c3ccc(Cl)cc3)c1-2,-8,-1.0,x,2,-2.3,-16,-6,-0.1,0.9
COc1ccc(CCNC(=O)c2cccc(S(=O)(=O)N3CCCC3)c2)cc1,-4,1.9,x,8,i,-16,5,-0.4,0.4
NN(CCO)C(=S)Nc1ccc(Cl)cc1,-3,0.0,3,-2,-0.3,-12,0,-0.1,-1.0
COc1ccc(S(=O)(=O)NCc2ccc(F)cc2)cc1OC,7,-1.5,5,4,-4.5,-6,1,-0.3,1.0
CCOC(=O)c1c(NC(=O)COC(=O)c2c(C)noc2C)sc2c1CCC2,3,1.3,4,-6,0.2,-11,-4,-1.2,x
CN(C)C(=O)c1cnc(Cc2c[nH]c3ccccc23)c(I)c1,-7,0.2,x,15,i,x,-2,x,2.4
CCCCNC(=O)C1(C)CCC(=O)N1CCOc1ccccc1 (stereo not given),12,0.4,x,x,x,x,8,x,-0.7
CCCCC[C@@H]1C=C(C(=O)O)[C@H](c2ccc(F)cc2)N1S(=O)(=O)c1ccc(C)cc1,1,0.1,x,10,i,-7,2,6.2,-0.9
CCOC(=O)Nc1sc2c(c1C(N)=O)CCC(C)C2 (stereo not given),0,-1.0,2,5,2.7,-1,1,-0.4,x
COc1ccc(N2CCN(c3ccc(NC(=O)c4ccc5c(c4)OCO5)cc3C#N)CC2)cc1,-4,-0.7,-4,-7,0.7,-11,x,-0.3,x
O=C(CCN1c2ccccc2Sc2ccccc21)Nc1ccccc1,-5,0.8,3,-16,i,-10,4,-0.1,x
O=C(OCC(=O)c1ccc[nH]1)c1cncc(Br)c1,-3,1.0,x,-3,i,5,5,-1.4,0.6
Fc1ccc(/C=N/Nc2cc(N3CCOCC3)ncn2)cc1,21,1.0,4,0,i,x,4,-2.0,-0.3
Cn1nnc(NC(=S)NC(=O)c2cccc3c(Cl)cccc23)n1,-3,0.7,-1,7,-0.5,-1,-5,-0.8,0.7

# Taken from the entries so far for reference:
SMILES,Anthrax LF inh2,BoNT A protease,SARS 3CLpro inh,Yp Topo-I inh,BH1578 lux ind,PriA SSB inh,PrPC TRFRET,PfHsp40 rescue,TcdB GH inh
Cn1ncc2c(Nc3cccc([N+](=O)[O-])c3)ncnc21,-6,2.0,-3,-2,i,-23&-27,-8,1.4,1.1
CC(C)c1nc2c(s1)CCc1onc(-c3ccc(Cl)cc3)c1-2,-8,-1.0,x,2,-2.3,-16,-6,-0.1,0.9
COc1ccc(CCNC(=O)c2cccc(S(=O)(=O)N3CCCC3)c2)cc1,-4,1.9,x,8,i,-16,5,-0.4,0.4
NN(CCO)C(=S)Nc1ccc(Cl)cc1,-3,0.0,3,-2,-0.3,-12,0,-0.1,-1.0
COc1ccc(S(=O)(=O)NCc2ccc(F)cc2)cc1OC,7,-1.5,5,4,-4.5,-6,1,-0.3,1.0
CCOC(=O)c1c(NC(=O)COC(=O)c2c(C)noc2C)sc2c1CCC2,3,1.3,4,-6,0.2,-11,-4,-1.2,x
CN(C)C(=O)c1cnc(Cc2c[nH]c3ccccc23)c(I)c1,-7,0.2,x,15,i,x,-2,x,2.4
CCCCNC(=O)C1(C)CCC(=O)N1CCOc1ccccc1 (stereo not given),12,0.4,x,x,x,x,8,x,-0.7
CCCCC[C@@H]1C=C(C(=O)O)[C@H](c2ccc(F)cc2)N1S(=O)(=O)c1ccc(C)cc1,1,0.1,x,10,i,-7,2,6.2,-0.9
CCOC(=O)Nc1sc2c(c1C(N)=O)CCC(C)C2 (stereo not given),0,-1.0,2,5,2.7,-1,1,-0.4,x
COc1ccc(N2CCN(c3ccc(NC(=O)c4ccc5c(c4)OCO5)cc3C#N)CC2)cc1,-4,-0.7,-4,-7,0.7,-11,x,-0.3,x
O=C(CCN1c2ccccc2Sc2ccccc21)Nc1ccccc1,-5,0.8,3,-16,i,-10,4,-0.1,x
O=C(OCC(=O)c1ccc[nH]1)c1cncc(Br)c1,-3,1.0,x,-3,i,5,5,-1.4,0.6
Fc1ccc(/C=N/Nc2cc(N3CCOCC3)ncn2)cc1,21,1.0,4,0,i,x,4,-2.0,-0.3

# (list continues)
SMILES,Anthrax LF inh2,BoNT A protease,SARS 3CLpro inh,Yp Topo-I inh,BH1578 lux ind,PriA SSB inh,PrPC TRFRET,PfHsp40 rescue,TcdB GH inh
COc1ccc(C(c2nnnn2C(C)(C)C)N2CCN(c3nc4ccccc4s3)CC2)cc1OC (stereo not given),-10,-2.6,2,7,-0.8,-1,0,-0.5,x
O=C(N[C@@H]1CCC(=O)N(CC[C@H](Sc2ccccc2)c2ccccc2)CC1)OCc1ccccc1,-2,-0.6,0,1,1.2,-4,-4,7.7,-0.2
CC1CCC(NC(=O)CCC(=O)N2CC(C)Oc3ccccc32)CC1 (stereo not given),6,-0.9,1,0,-0.2,-8,1,0.4,0.8
CCOc1ccc(C(=O)CCC(=O)Nc2ccncc2)cc1,-4,0.1,x,5,-0.3,-3,8,-0.4,2.1
COc1ccc(OCc2cc(C(=O)N3CCSCC3)no2)c(Cl)c1,0,-3.2,2,-5,x,-18,-7,-0.1,1.0
COc1ccc(NC(=O)CN(C)C(=O)c2c(C)nn(Cc3ccc(C)cc3)c2Cl)cc1,-4,-0.6,x,7,i,-1,8,0.0,0.7
Cc1ccc(CSCC(=O)N(C)CC(=O)Nc2cccc(F)c2)cc1,u,0.9,x,16,-3.8,-5,9,-0.1,1.5
CCSc1nnc(NC(=O)c2cccc(OCc3c(C)noc3C)c2)s1,0,1.6,1,34,i,-10,-2,-0.9,x
CCN(C(=O)c1ccncc1)c1c(N)n(Cc2ccccc2)c(=O)[nH]c1=O,-1,-1.3,x,-10,i,-11,0,-1.9,-3.4
Cc1ccc(NC(=O)CSc2n[nH]c(-c3ccncc3)n2)cc1C,-1,2.1,1,-7,i,-7,-4,-1.1,x
CCOC(=O)CC1C(=O)NCCN1C(=O)c1cccc(OC)c1 (stereo not given),1,-1.2,1,-1,1.8,-6,5,-0.6,-0.6
CC(C1CC1)N(C(=O)c1ccccc1[N+](=O)[O-])c1ccccc1 (stereo not given),0,-0.3,-2,5,-0.2,-2,-7,-1.0,1.2
O=S(=O)(Nc1ccc(-n2cccc2)cc1)c1ccccc1,-1,-0.8,0,0,3.8,28,-2,4.8,x
Cc1cccc(C)c1Nc1c(-c2ccc(N3CCOCC3)cc2)nc2ncccn12,-2,-0.5,0,19,-0.1,0,2,-1.2,1.7
Cc1ccccc1NC(=O)Cc1nc(COC(=O)c2cc(Cl)ccc2O)cs1,2,1.8,2,26,-0.2,-11,1,0.6,1.3
O=c1c2ccccc2nnn1CSc1nnc(COc2ccc(Cl)cc2)n1Cc1ccco1,-4,u,-6,0,-1.7,-10,4,22,x
COc1ccc(CCNC(=O)c2ccc3c(c2)S(=O)(=O)N=C2CCCCCN23)cc1,x,x,x,-1,1.5,-17,-4,-1.1,0.6
Cc1ccc(CN2CCN(C(=O)c3ccco3)CC2)cc1,-2,-0.8,2,2,-0.2,-12,5,-0.6,x
O=C(Nc1nc2c(cc3c4c(cccc42)CC3)s1)c1ccccc1Cl,1,0.1,1,13,-0.3,-16,-5,-0.4,0.4
Cn1c(=O)c(-[n+]2ccccc2)c([O-])c2ccccc21,-6,-0.8,-1,-1,-0.7,2,-2,1.3,x
Cc1ccc(NC2Nc3cc(C)nn3S2)c(C)c1 (stereo not given),0,-0.2,-2,1,-0.4,1,5,-1.0,0.9
COc1ccc(N(C)C(=O)c2cn(C)c(=O)c3cc(OC)c(OC)cc23)cc1,-2,-2.1,1,-5,-0.1,3,1,0.8,1.1
Fc1ccc(CNc2nc3ccccc3n3nnnc23)cc1,-6,0.0,-5,3,-0.3,-19,4,-2.1,1.2
Cc1ccc(/C=N\NC(=O)Cc2cccn2C)o1,3,-0.1,0,10,-0.2,x,-5,-0.8,0.0
COc1ccccc1C(CCNCc1ccccc1)c1ccc(OC(C)C)cc1 (stereo not given),-6,-3.0,1,7,i,11,6,0.7,0.8
COC(=O)N1C(=O)[C@](c2ccc(OC)cc2)(C(C)C)N1C(=O)OC,-3,0.1,4,2,i,0,-2,0.8,0.4
OCC1(CCOc2ccccc2)CCN(CCCn2cccn2)CC1,1,0.7,-1,0,i,2,-9,2.0,x
CNc1c([N+](=O)[O-])cnn1-c1cccc(Cl)n1,4,0.1,-2,13,-0.4,-27,-8,0.0,-0.3
Nc1nc(Nc2ccccc2)nc2ccccc12,-6,-1.7,-3,0,-2.1,11,8,0.5,x
C=CCN1C(=O)C(Cc2ccc(F)cc2)S/C1=N/N=C/c1ccco1 (stereo not given),0,-0.4,6,17,-0.4,x,2,-0.5,0.9
CCCCN(C)c1c(C)nc2ccc(C(=O)N3CCN(C(C)=O)CC3)cn12,-5,-0.8,x,4,i,x,-2,x,-0.4
CC(=O)C1C2c3ccccc3OC1(C)N=c1s/c(=C/c3cn(C)nc3C)c(=O)n12 (stereo not given),10,-0.2,-3,7,i,x,-17,0.1,x
CCCCCC(=O)N1C[C@@H](O)[C@H](n2cc(C3CC3)nn2)C[C@@H]1c1ccc(OC)cc1,-2,-0.2,x,5,-1.1,x,-4,x,0.1
COc1ccc(-c2[nH]ncc2-c2ccc(Cl)cc2)c(O)c1,-1,0.3,6,-6,i,-7,-3,3.2,x
O=C(Cn1cnc2ccccc2c1=O)Nc1nnc(SCc2ccccc2)s1,4,1.2,-1,-5,-1.9,0,-1,-1.3,0.9
O=C(NCc1cccnc1)c1cc(C2CCCCN2C(=O)c2ccccc2)on1 (stereo not given),2,-0.3,x,7,i,x,-2,x,1.4
O=C(Nc1ccc(NC(=O)C2CC2)nc1)c1cccs1,3,-0.5,1,0,x,-3,-3,-0.8,x
CC1=C(C(=O)N(C)C)C(c2ccc(Cl)c(Cl)c2)NC(=O)N1 (stereo not given),-2,0.7,-2,3,-5.9,9,4,-1.6,x
CCCCN(C(=O)c1cccs1)C1CCS(=O)(=O)C1 (stereo not given),0,-2.9,x,4,-0.7,-9,-1,-0.9,-1.0
C=C(C)CC1(CC)C(=O)NC(=S)NC1=O,2,-0.1,x,-2,-0.3,-3,-7,x,-4.7
Cc1cc(C(=O)CN2C(=O)C(=O)N(Cc3ccccc3)C2=O)c(C)n1Cc1ccc(F)cc1,-8,-0.2,x,14,2.5,0,-1,0.5,0.2
O=C(N[C@H]1CC1c1ccccc1)c1ccc([N+](=O)[O-])cc1 (stereo not given in full),-12,u,2,-7,-0.7,-3,-37,0.0,0.9
CCN(CC(=O)Nc1c(F)cccc1F)C(=O)C1CC1C (stereo not given),3,0.5,x,0,i,-14,-7,0.4,-1.0
Clc1ccc2nc(CSc3nc4ccccc4o3)cn2c1,-19,0.2,1,17,-0.2,-18,0,7.6,x
CC(C)(C)OC(=O)NCCCCCNC(=O)c1[nH]cnc1C(=O)Nc1ccc(Cl)cc1,1,-0.1,x,10,-0.6,-7,0,9.9,0.9

# Compound activity: PubChem BioAssay, several laboratories
